Screening results from PubChem BioAssay.
Rac1 GTP hydrolysis: MgcRacGAP GTPase-activating activity inhibitors, confirmation, biochemical, ADP Hunter fluorescence; MgcRacGAP-stimulated Rac1 GTP hydrolysis, ADP Hunter fluorescence; higher % means a stronger effect; GST-tagged Rac1 F28L mutant substrate; inhibition, % at 30 µM; hits with a dose series show IC50 in µM; hit rate 0.6% among 340,000; AID 624330;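 active = first-screen hits whose inhibition reached a set limit at any dose in the follow-up dose series; inconclusive = inhibition above the set first-screen limit but never retested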;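 also: fluorescence reports GDP produced by GAP-driven GTP hydrolysis; strong numbers were not always called active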
WT yeast gro inh: growth inhibition of WT yeast, mitochondrial fusion screen. mitochondrial fusion phenotypic screen, WT strain. inhibition, % at 10 µM. hit rate 2.1% among 190,000. AID 1362; in the data active = inhibition above about 58%; tested in S. cerevisiae
Large T inhibition: SV40 large T antigen inhibitors, biochemical (AID 1903); inhibition, % at 20 µM; hits with a dose series show IC50 in µM; SV40 large T antigen ATPase/helicase inhibition assay; higher % means a stronger effect; hit rate 0.39% among 310,000; in the data active = a potency from the dose series; inconclusive = inhibition mostly from about 32% at the one dose, without a potency; inactive = the rest, 99 in 100 with inhibition below about 32%; also: strong numbers were not always called active
bCat nuc transl: modulators of beta-catenin nuclear translocation; HeLa beta-catenin nuclear translocation, immunofluorescence imaging; nuclear translocation activity, % at 5 µM; hit rate 0.3% among 190,000;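 active = nuclear translocation activity above 50% at 5 µM, with a well cell count of 50 or more; inconclusive = wells under 50 cells across six images, flagged as toxic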;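 also: per-cell ratio of nuclear to cytoplasmic median beta-catenin stain intensity; plate controls were DMSO negative control for no effect and GSK-3 inhibitor IX positive control for full effect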
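Test system: human HeLa cell line; Doses: 5 µM primary, 0.02–20 µM confirmation; Incubation: 24 h compound exposure, 37°C; Detection: beta-catenin immunofluorescence imaging with DAPI; Read-out: beta-catenin nuclear/cytoplasmic ratio, % activation.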
Myeloid diff 2: compounds promoting myeloid differentiation. ER-HoxA9 myeloid progenitors, lysozyme-GFP differentiation, flow cytometry. hit rate 1% among 360,000. calls only at 10 µM. AID 624256;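 active = normalized GFP-positive differentiation at or above the plate's own cutoff, the solvent-only control mean plus 3 SD; inconclusive = no clear call, values can overlap the other calls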;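 also: cells exposed to compound for four days before flow analysis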
West Nile antiviral: West Nile virus antiviral activity, cell-based, CPE readout (AID 1621); West Nile virus-infected cells, CPE inhibition; higher % means a stronger effect; CPE inhibition, % at 10 µM, or IC50 in µM where a hit was titrated; hit rate 0.02% among 290,000; in the data active = a potency from the dose series; inconclusive = CPE inhibition mostly from about 3.7% at the one dose, without a potency; inactive = the rest, 99 in 100 with CPE inhibition below about 2.2%; also: strong numbers were not always called active
T cell modulator: modulates CD8 T cell binding to vesicles; 2C CD8+ T cell-vesicle binding, flow cytometry; stronger effect = lower value; calls only at 7 µM; hit rate 0.068% among 330,000; AID 2052;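 active = response, share of CD8 T cells binding vesicles, and their 90th percentile fluorescence all below set limits, cut at about 80% in these data, passing the limit was not always enough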
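Benchmarks: naked versus QL9-loaded vesicles / Assay system: purified 2C TCR transgenic mouse naive CD8+ T cells / Technique: high-throughput flow cytometry with anti-B7-1 and anti-CD8 staining / Timing: Cell–vesicle co-incubation 1.5 h at 37 °C, staining 20 min on ice / Read-out: percent CD8+ FL2 mean versus row control / Probe or stimulus: QL9-loaded Drosophila micro-vesicles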
PhoP inhibition: PhoP-dependent GFP reporter repression – Salmonella Typhimurium, primary screen (AID 1863). inhibition, % at 50 µM; hits with a dose series show IC50 in µM. hit rate 0.16% among 300,000. S. Typhimurium PhoP-regulated promoter GFP reporter, 4 h; higher % means a stronger effect;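 active = inhibition over 29.93%, a cutoff 3 SD above the screen mean, later confirmed by dose response; inconclusive = inhibition over 29.93% but no dose response follow-up; inactive = inhibition at most 29.93% or unconfirmed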;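 also: 0% = low Mg2+ inducing control and 100% = high Mg2+ repressing control; strong numbers were not always called active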
RSV CPE inhibition: inhibition of RSV-induced cytopathic effect – HEp-2 cells, primary 10 µM value included (AID 2391); HEp-2 cells, RSV-induced CPE inhibition; higher % means a stronger effect; one-dose CPE inhibition, % at 10 µM; IC50 in µM for titrated hits; hit rate 0.13% among 310,000; in the data active = a potency from the dose series; inconclusive = CPE inhibition mostly from about 23% at the one dose, without a potency; inactive = the rest, 99 in 100 with CPE inhibition below about 21%; also: strong numbers were not always called active
WT yeast gro inh mutant strain: recorded beside WT yeast gro inh, whose call it bears; inhibition, %; mitochondrial fusion phenotypic screen, mutant strain inhibition
bCat nuc transl cell count 5 µM: recorded beside bCat nuc transl, whose call it bears; cell count; measured here: cell count, cytotoxicity flag
T cell modulator vesicle-bound %: further read-out of T cell modulator, marked with its call; double positive events, %; measured here: CD8+ vesicle-bound cell fraction;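 binding gate set so that unloaded-vesicle control wells show 10% double positive cells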
Myeloid diff 2 GFP+ MAC1+ %: second read-out of Myeloid diff 2, no call of its own (marks repeat the call); GFP+ MAC1+ double positive, %; measured here: differentiation confirmed by MAC1 staining
* marks the source's active call; other numbers are inactive results; i = inactive; ? = inconclusive; . = not tested or not shown; + = active, no number.

SMILES	Rac1 GTP hydrolysis	WT yeast gro inh	WT yeast gro inh mutant strain	Large T inhibition	bCat nuc transl	bCat nuc transl cell count 5 µM	Myeloid diff 2	Myeloid diff 2 GFP+ MAC1+ %	West Nile antiviral	T cell modulator	T cell modulator vesicle-bound %	PhoP inhibition	RSV CPE inhibition
O=C(NC(=S)NCc1ccccc1)c1ccccc1	6%	25	36	13%	0.2	1526	i	0.3	-1.0%	i	48	2%	7.8%
CC(C)C(NS(=O)(=O)c1cccs1)C(=O)NCc1ccccc1 (centres undefined)	7%	.	.	25%	.	.	i	0.5	-0.4%	i	52	-2%	-0.3%
COc1ccc(C(C(=O)NC2CCCC2)N(C(=O)c2ccco2)c2ccccc2C(C)=O)cc1OC (centres undefined)	10%	.	.	0%	.	.	i	0.4	-0.6%	i	32	6%	5.6%
CN(C)S(=O)(=O)c1cccc(NC(=O)COC(=O)c2cc(=O)[nH]c(=O)[nH]2)c1	11%	-9	-2	2%	0.4	1415	i	0.7	0.6%	i	60	-2%	1.2%
COCCCNC(=O)C1CCCN(S(=O)(=O)c2ccc(C)cc2)C1 (centres undefined)	3%	-1	-13	3%	-2.0	1159	i	0.9	0.8%	i	39	-4%	0.5%
Fc1ccc(NCc2nnc3n2CCCCC3)cc1	9%	-5	-4	7%	-1.0	1074	i	1.0	0.0%	i	47	4%	3.8%
Cn1nc(-c2ccccc2)c(CO)c1Oc1ccc(F)cc1	4%	-7	-16	-4%	-0.1	1155	i	0.1	0.3%	i	46	3%	0.1%
NC(C(=O)O)C1CC(Cl)=NO1 (centres undefined)	.	-1	-13	5%	-3.8	659	.	.	.	i	23	-5%	?
CC(=O)Nc1ccc(S(=O)(=O)Nc2cccc(-n3cnnn3)c2)cc1	5%	.	.	11%	.	.	i	1.5	0.6%	i	47	6%	0.5%
CN1CCN(c2ccc(NC(=O)c3ccc4c(c3)OCCO4)cc2Cl)CC1	-5%	5	-10	22%	-0.2	1582	i	0.4	0.1%	i	30	6%	1.8%
CCOc1ccccc1NC(=O)c1sc2nc(C)nc(N3CCOCC3)c2c1C	1%	.	.	2%	.	.	i	1.0	0.1%	i	37	-10%	5.4%
Cc1cc(C)cc(Nc2ncnc3nc[nH]c23)c1	12%	.	.	26%	2.5	1349	i	0.4	-0.6%	i	47	.	1.1%
O/C(=C\c1nc2ccccc2nc1/C=C(\O)c1ccccc1)c1ccccc1	9%	74*	31*	5%	-1.0	1042	+	1.0*	0.3%	i	34	-10%	2.2%
Nc1nc(Nc2ccccc2F)sc1C(=O)c1ccccc1	4%	.	.	6%	.	.	i	0.3	3.3%	i	23	.	-0.3%
CCOc1ccc(-n2c(SCC(=O)Nc3ccc(C(=O)O)cc3)nc3ccccc3c2=O)cc1	11%	.	.	24%	.	.	i	0.6	0.2%	i	63	3%	4.5%
O=C(O)C1CC=CCC1C(=O)N1CC=C(c2ccccc2)CC1 (centres undefined)	-10%	2	-15	1%	-1.8	1086	i	0.7	-0.2%	i	55	-1%	-1.0%
Cc1cc(N2C(=O)C(O)=C(C(=O)c3ccco3)C2c2ccc([N+](=O)[O-])cc2)no1 (centres undefined)	4%	.	.	18%	.	.	i	4.2	0.1%	i	66	-6%	1.0%
CCn1cc(-c2csc(N)n2)c(C)n1	10%	-3	0	37%	-0.9	1142	i	0.6	.	i	32	0%	1.3%
CC(=O)Nc1ccc(-c2ccnc(-c3ccc(NC(C)=O)cc3)n2)cc1	9%	-1	-9	.	0.9	1040	i	0.9	0.8%	i	19	.	5.7%
Cc1ccc(CN2C(=O)C(CC(C)C)Nc3ncnc(N4CCN(c5ccccn5)CC4)c32)cc1 (centres undefined)	7%	.	.	18%	.	.	i	0.8	.	i	28	5%	7.8%
CCOc1cc(/C=C2\SC(N)=NC2=O)ccc1O	47µM*	.	.	34%	.	.	i	0.6	0.3%	i	59	6%	-0.5%
CC(=O)N(c1ccc(N(C(C)=O)S(=O)(=O)c2ccccc2)cc1)S(=O)(=O)c1ccccc1	-6%	.	.	-2%	.	.	i	1.1	-0.4%	i	51	7%	1.6%
Cc1ccccc1CNC(=O)CCCC(=O)n1nc(C)c2ccccc21	6%	.	.	10%	.	.	i	0.6	0.0%	i	33	-10%	2.4%
CC(C)=CC(=O)Nc1nnc(-c2cccnc2)s1	-3%	-17	-13	-1%	-1.7	791	i	1.2	0.0%	i	48	4%	0.4%
O=S(=O)(NCCCc1ccccc1)c1ccc(Br)cc1	15%	.	.	18%	.	.	i	0.4	.	i	28	.	3.5%
Next section.
SMILES	Rac1 GTP hydrolysis	WT yeast gro inh	WT yeast gro inh mutant strain	Large T inhibition	bCat nuc transl	bCat nuc transl cell count 5 µM	Myeloid diff 2	Myeloid diff 2 GFP+ MAC1+ %	West Nile antiviral	T cell modulator	T cell modulator vesicle-bound %	PhoP inhibition	RSV CPE inhibition
CCCSc1nc2c(=O)[nH][nH]c(=O)c2n1Cc1ccccc1	5%	-3	10	1%	0.9	1044	i	1.2	0.1%	i	46	5%	0.7%
CC(C)C[C@@H]1NC(=O)[C@H](C(C)C)NC(=O)c2cc([N+](=O)[O-])cc(I)c2NCC[C@@H](C(N)=O)NC1=O	.	2	-10	2%	.	.	.	.	0.1%	.	.	7%	-0.5%
Cc1ccccc1OCC(=O)Nc1cc(S(=O)(=O)N2CCCCC2)ccc1N1CCN(C)CC1	.	3	1	6%	-1.9	1086	i	0.1	-0.3%	i	44	6%	-1.0%
CCC(OC(C)=O)c1cc2c(cc1[N+](=O)[O-])OCCO2 (centres undefined)	9%	-21	-15	.	-0.3	1023	i	0.2	-1.3%	i	56	.	2.3%
CC1=C(C(=O)OC2CCCC2)C(c2ccc(C)o2)C2=C(CC(c3cccs3)CC2=O)N1 (centres undefined)	8%	15	-2	5%	-0.6	970	i	0.4	0.9%	i	58	-5%	16%
COc1c(Cl)cc(Cl)cc1CNc1ccc(S(N)(=O)=O)cc1	4%	12	11	6%	1.0	982	i	0.2	-1.1%	i	52	0%	2.3%
Cc1ccc(CN2CC(C(=O)Nc3cccc(C)n3)CC2=O)cc1 (centres undefined)	0%	.	.	7%	.	.	i	0.5	.	i	28	0%	0.9%
CCCOc1ccc(N2C(=O)CC(N(CCc3ccc(OC)cc3)C(=O)/C=C/C(=O)O)C2=O)cc1 (centres undefined)	.	-29	-26	.	0.1	955	i	0.2	-1.2%	i	13	.	0.6%
O=C(NC1CCCCC1)C(=S)NCCc1ccccc1	7%	0	-2	24%	-6.0	1069	i	0.4	-0.8%	i	59	3%	-0.8%
C/C(=N\NC(=O)c1ccn(C)n1)c1ccc(NC(=O)c2cccc(F)c2)cc1	3%	.	.	1%	.	.	i	2.3	-0.5%	i	16	-2%	2.0%
Cc1cc(C)c(C#N)c(SCc2c(F)cccc2[N+](=O)[O-])n1	10%	23	11	0%	0.3	1032	i	0.7	-0.5%	i	44	7%	1.9%
C=CCN1C(=O)/C(=C/C(=O)OC)S/C1=N\NC(=O)c1ccccc1	.	.	.	8%	1.0	1281	i	0.4	-0.7%	i	16	-9%	2.6%
CCn1c(SCC(=O)NC2CC2)nnc1-c1ccccc1OC	6%	.	.	6%	.	.	i	4.0	1.0%	i	20	-1%	0.6%
CCOC(=O)c1ccc(NC(=O)CSc2nnc(COc3ccccc3OC)n2C)cc1	4%	-6	-1	2%	.	.	i	0.6	0.7%	i	41	3%	-0.1%
CCN(CC)CCN1C(=O)C(O)=C(C(C)=O)C1c1ccccc1[N+](=O)[O-] (centres undefined)	3%	.	.	25%	-1.0	1304	i	1.1	0.2%	i	36	-8%	4.3%
O=C(Nc1ccc(-c2nc3cccnc3s2)cc1)C1CCCO1 (centres undefined)	3%	35	41	-5%	2.2	495	i	1.9	.	i	25	7%	2.4%
COc1ccc(-c2c(C)n([O-])c3c([n+]2=O)CCCCC3)cc1	-1%	6	7	13%	-0.8	523	i	0.5	0.2%	i	29	4%	-0.3%
CCc1ccc(C(C(=O)NCc2ccccc2)N(C(=O)c2csnn2)C2CC2)cc1 (centres undefined)	6%	.	.	9%	.	.	i	0.1	-0.2%	i	18	1%	0.0%
Oc1c(C(c2ccco2)N2CCN(C(c3ccccc3)c3ccccc3)CC2)sc2ncnn12 (centres undefined)	5%	-6	-8	33%	.	.	i	2.3	0.3%	i	37	-4%	-0.5%
CCCN(CCC)S(=O)(=O)c1cc(Br)cc2c1N(C(=O)CC)CC2	-2%	32	9	5%	-1.4	1050	i	0.6	-0.3%	i	15	-2%	5.4%
Cc1ccc(C(=O)Nc2cc([N+](=O)[O-])ccc2C)cc1	8%	0	1	-1%	-0.6	1085	i	0.2	-0.3%	i	53	3%	1.3%
c1ccc(-c2noc(C3CCCCC3)n2)nc1	7%	8	2	-2%	-0.8	1031	i	1.1	1.2%	i	46	-6%	0.7%
O=C(CNc1n[nH]c(=O)[nH]c1=O)N/N=C/c1ccccc1	.	.	.	10%	0.7	1314	.	.	-0.1%	i	35	-7%	1.3%
Cc1cccc(C)c1-n1c(C)cc(/C=N/NC(=O)c2ccncc2)c1C	7%	16	3	2%	1.1	1444	i	1.6	0.8%	i	11	2%	0.9%
COc1ccc(N2CCN(CC(O)COc3ccc(F)cc3)CC2)cc1 (centres undefined)	.	.	.	12%	.	.	i	0.3	-0.6%	i	25	21%	0.2%
CCn1c(SCC(=O)Nc2nccs2)nnc1-c1ccccc1	5%	-14	-6	-1%	-1.8	1104	i	1.0	0.7%	i	6	-3%	0.8%
CCn1c(SC(C)C(=O)Nc2nnc(C)s2)nnc1-c1ccco1 (centres undefined)	6%	.	.	10%	.	.	i	1.4	-0.3%	i	23	-6%	1.4%
O=C(NCCCN=C1NS(=O)(=O)c2ccccc21)c1ccccc1Cl	3%	.	.	3%	.	.	i	0.8	-0.7%	i	25	1%	3.1%
